# Screening data as filed in PubChem.
# Mcl1 Noxa PPI: Mcl-1/Noxa binding inhibitors, primary screen, biochemical, TR-FRET, 1536-well | Induced myeloid leukemia cell differentiation protein Mcl-1 (Homo sapiens), Q07820 | inhibition, % at 21.7 µM | 220,000 compounds, 1.5% hits | TR-FRET Mcl-1/Noxa peptide binding, 2 h;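 active = compounds that cut the protein-peptide binding signal by more than 50% relative to plate controls in a single-dose test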;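 also: His-tagged Mcl-1 with rhodamine Noxa BH3 peptide and terbium anti-His antibody; 0% = Mcl-1 plus Noxa peptide wells and 100% = peptide-only wells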
# Target sequence (Q07820 whole entry, looked up): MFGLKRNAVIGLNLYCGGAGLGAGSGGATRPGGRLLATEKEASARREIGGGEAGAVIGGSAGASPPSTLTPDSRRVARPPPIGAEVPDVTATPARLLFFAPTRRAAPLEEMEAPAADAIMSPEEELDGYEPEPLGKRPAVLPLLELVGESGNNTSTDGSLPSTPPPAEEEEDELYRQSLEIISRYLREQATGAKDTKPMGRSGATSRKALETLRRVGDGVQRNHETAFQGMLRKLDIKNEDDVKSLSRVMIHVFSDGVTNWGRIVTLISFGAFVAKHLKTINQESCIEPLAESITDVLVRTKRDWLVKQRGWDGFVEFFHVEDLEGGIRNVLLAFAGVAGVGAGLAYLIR
# Pf gametocyte: late stage P. falciparum gametocyte viability inhibitors, primary screen, ATP luminescence, HTS. P. falciparum stage V gametocytes, 24 h. inhibition, % at 10.9 µM. 150,000 compounds, 0.065% hits;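 active = inhibition above the mean plus 3 SD of compounds within the control limits, set per campaign, cut at about 38% in these data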;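 also: 0% = DMSO wells and 100% = medium only without gametocytes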
# Mcl1-Bid inh: Mcl-1/Bid binding inhibitors, primary screen, biochemical, TR-FRET, 1536-well. TR-FRET Mcl-1/Bid-Dy647 peptide binding. 220,000 compounds, 0.97% hits. inhibition, % at 21.7 µM;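 active = compounds that cut the binding signal by more than half at the single screening dose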;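 also: His-tagged Mcl-1 with europium anti-His antibody binding Bid BH3 peptide; 0% = Mcl-1 plus peptide wells and 100% = peptide-only wells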
# Avidin fluor: green autofluorescence of compounds with avidin beads – biophysical, 488/530 nm, flow cytometry, artefact control, profiling panel | compound fluorescence 488/530 nm; stronger effect = higher value | fluorescence (KMESF) at 10 µM | 220,000 compounds, 0.38% hits | AID 1775, 2009; in the data active = fluorescence above about 47; also: inactives centre near 10
# Active calls of the source: *. The list is partial, so the mix of outcomes need not match the whole.
nr	SMILES	Mcl1 Noxa PPI	Pf gametocyte	Mcl1-Bid inh	Avidin fluor
1	C[C@H](NC(=O)c1nc[nH]c1C(=O)N[C@@H](CCCCNC(=O)OC(C)(C)C)C(=O)OC(C)(C)C)C(=O)OC(C)(C)C	-38	-15	-25	10
2	CC(=O)c1ccc(S(=O)(=O)N2CCN(CC#N)CC2)cc1	5	18	-14	5
3	O=C(N/N=C/C(Cl)=C/c1ccc([N+](=O)[O-])cc1)C(=O)Nc1ccccc1C(=O)O	56*	2	-1	3
4	O=C(c1cc2ccccc2oc1=O)N(Cc1cccc(Br)c1)C1CCS(=O)(=O)C1 (stereo not drawn)	12	-3	-5	7
5	COc1ccc(S(=O)(=O)N2CCC(O)(c3ccc(Cl)cc3)CC2)cc1OC	-4	-6	1	4
6	Cc1ccc2nc(-c3ccc(NC(=O)CSCC(=O)O)cc3)sc2c1	9	-16	19	8
7	COc1cc(/C=N/NC(=O)c2cc(-c3cccs3)nc3ccccc23)ccc1O	16	4	9	11
8	CS/C(=C(/C#N)S(=O)(=O)c1ccc(Cl)cc1)N1CCOCC1	21	12	0	7
9	CC1C(=O)O[C@@H]2C[C@@H](C)[C@@H]3CCC(=O)[C@@]3(C)[C@@H](O)[C@H]12 (stereo partly drawn)	-7	-3	-27	13
10	Cc1cn(CCC(=O)Nc2ccccc2N2CCOCC2)c2ccccc12	0	-12	-59	3
11	O=C(CN1CCCc2ccccc21)N1CCc2ccccc21	11	21	-24	7
12	Cc1nc(CCNC(=O)CC2C(=O)NCCN2Cc2ccccc2F)sc1C (stereo not drawn)	24	-23	-50	4
13	CN(C)c1ccc(-c2noc(C3CCN(C(=O)Nc4ccc(Cl)cc4)CC3)n2)cc1	19	-13	-92	8
14	Nc1ccc2nc3c(=O)[nH]c(=S)[nH]c3nc2c1	-13	13	28	6
15	CC1CN(c2ccc(NC(=S)Nc3ccc(N4CC(C)OC(C)C4)cc3)cc2)CC(C)O1 (stereo not drawn)	21	2	-50	9
16	O=C1CC(Cc2ccc(Cl)cc2)C(=O)N1c1cc(Cl)ccn1 (stereo not drawn)	2	10	-2	3
17	CCc1cccc(C)c1NC(=S)N(CCN(C)C)C(C)c1ccco1 (stereo not drawn)	9	16	-85	8
18	NC(N)=N/N=C/c1ccc(Cl)c(Cl)c1	-1	0	-15	11
19	O=c1[nH]c2ccc(NC(=S)NCCc3ccccc3)cc2[nH]1	24	5	-135	7
20	Cc1sc2nc(CN3CCN(c4ccc(O)cc4)CC3)[nH]c(=O)c2c1C	67*	-11	-36	11
21	Cc1ccc(NNC(=O)c2c(F)cccc2Cl)cc1C	-17	1	-28	6
22	Clc1nc2ccccc2nc1-c1ccccc1	-8	9	0	5
23	COC(=O)c1ccccc1SC(CC(=O)c1ccccc1)c1ccc(F)cc1 (stereo not drawn)	-27	7	-32	6
24	O=c1c(C(c2ccc(F)cc2)c2c(O)nc3n(c2=O)CCCS3)c(O)nc2n1CCCS2	15	1	-88	5
25	Cc1cc(C)n(C2CCCCC2OC(=O)CCc2ccccc2)n1 (stereo not drawn)	-12	-10	-9	6
26	COC1=C/C(=C/c2c(N)n3c(nc2=O)sc2cc(S(C)(=O)=O)ccc23)C=CC1=O	54*	-2	-9	4
27	C=CCNC(=O)CSc1nnc(C(CC)N(C)C)n1C1CCCCC1 (stereo not drawn)	-13	3	-7	10
28	CCOC(=O)C1(Cc2cccc(OC)c2)CCN(CC(O)CO)CC1 (stereo not drawn)	-10	7	-10	6
29	Cc1ccc(NNC(=O)c2snnc2C)cc1Cl	-10	6	-24	7
30	CC(C)c1ccc(/C=C(\NC(=O)c2ccccc2)C(=O)NCCCN2CCOCC2)cc1	7	-12	-9	7
31	O=C1C(=O)c2ccccc2C(O)=C1c1ccccc1F	20	13	-4	11
32	CCC(C)NC(=O)c1cn(CC)c2cc(N3CCN(C)CC3)c(F)cc2c1=O (stereo not drawn)	-4	14	-15	5
33	COC(=O)C1=C(O)C2(C(=O)O)CC(C(=O)OC)=C(O)C(C(=O)O)(C1)C2	-1	-8	-15	6
34	CCOC(=O)c1oc2cc(C)cc(C)c2c1C	14	-9	1	7
35	O=C(Nc1cnn(Cc2ccc(Cl)cc2)c1)c1cccs1	-9	15	-24	15
36	CCC(C)(C)C1CCc2c(sc(NC(=O)c3ccccc3C(=O)O)c2C#N)C1 (stereo not drawn)	19	-15	6	3
37	Cn1cc(C=C2C(=O)OC3(CCCCC3)OC2=O)c2ccccc21	-7	0	-14	8
38	O=C(NC(=O)c1c(F)cccc1F)Nc1ccccc1SC(F)F	-16	-8	0	4
39	CCc1ccc(NC(=O)C2CCCN2S(=O)(=O)c2ccc3c(c2)n(C)c(=O)c(=O)n3C)cc1 (stereo not drawn)	-17	16	-20	4
40	Nc1nnc(SCc2c(F)cccc2Cl)s1	3	-10	-13	6
41	CSc1nc2ccc(NC(=O)NC(=O)c3c(F)cccc3F)cc2s1	-10	-4	-13	7
42	CCc1nc(SCC(=O)Nc2ccc(N(C)C)cc2)c2ccccc2n1	42	-9	-61	7
43	CCOC(=O)c1nnn2c1nc(N(CC)CC)c1ccccc12	-19	16	-14	3
44	O=C(N/N=C/C(Br)=C/c1ccccc1)C(O)c1ccccc1 (stereo not drawn)	-3	-9	-6	8
45	CCOC(=O)c1cn2nc(Oc3ccc(C(=O)OC)cc3)ccc2n1	-11	0	-13	6
46	COc1ccc(N(CC(=O)N/N=C(\C)CCc2ccccc2)S(=O)(=O)c2ccc(C)cc2)cc1	2	-6	5	7
47	COC(=O)Cn1c(=O)c(C(=O)CCl)c(N)n(Cc2ccccc2)c1=O	4	-1	-5	5
48	COc1nc(-c2cccc([N+](=O)[O-])c2)nc2ccccc12	-23	-2	-9	7
49	O=C(CN1CCN(C(=O)C2COc3ccccc3O2)CC1)Nc1ccc(F)cc1 (stereo not drawn)	-3	-1	-7	5
50	S=C1N[C@H]2CCCC[C@@H]2N1	4	-4	-38	7
51	Cc1cc(Cl)ccc1NNC(=O)CCc1ccccc1	11	-18	-50	5
52	O=C(COC(=O)c1cc(S(=O)(=O)N2CCOCC2)ccc1O)Nc1cc(S(=O)(=O)N2CCCC2)ccc1Cl	14	1	-8	3
53	COc1ccc(/C=C(\C#N)C(=O)Nc2cccc3ncccc23)cc1OC	55*	-4	-38	10
54	Cc1ccc(CNC(=O)C2CC3Cn4c(nc5cc(Cl)c(Cl)cc54)C3N2C)o1 (stereo not drawn)	-31	4	-93	6
55	CN1C(=O)N(C)C2(c3ccccc3)NNC(N)=NC12c1ccccc1 (stereo not drawn)	17	11	-32	6
56	O=C(O)c1ccc2c(c1)CCCN2	15	16	-31	4

# Fetched by compound from the entries so far:
nr	SMILES	Mcl1 Noxa PPI	Pf gametocyte	Mcl1-Bid inh	Avidin fluor
50	S=C1N[C@H]2CCCC[C@@H]2N1	4	-4	-38	7
55	CN1C(=O)N(C)C2(c3ccccc3)NNC(N)=NC12c1ccccc1 (stereo not drawn)	17	11	-32	6
49	O=C(CN1CCN(C(=O)C2COc3ccccc3O2)CC1)Nc1ccc(F)cc1 (stereo not drawn)	-3	-1	-7	5
52	O=C(COC(=O)c1cc(S(=O)(=O)N2CCOCC2)ccc1O)Nc1cc(S(=O)(=O)N2CCCC2)ccc1Cl	14	1	-8	3

# (listing goes on)
nr	SMILES	Mcl1 Noxa PPI	Pf gametocyte	Mcl1-Bid inh	Avidin fluor
57	COc1ccc2cc(C3CC(c4ccco4)=NN3S(C)(=O)=O)c(Cl)nc2c1 (stereo not drawn)	30	19	-8	5
58	CCOC(=O)C(=CNc1cccnc1Oc1ccc(C)c2c1CCC2)C(=O)OCC	3	10	-14	10
59	CC(=O)n1cc(N(C(=O)CCl)c2ccccc2)c2ccccc21	-6	7	-14	8
60	COC(=O)N/N=C/c1cn(Cc2ccc(F)cc2)c2ccccc12	16	-5	-36	6
61	COc1ccc(Nc2cc(C)c3ccc(O)cc3n2)cc1	29	-8	-72	5
62	Cc1ccc(C)c(OCC(=O)O/N=C(\N)c2cccc([N+](=O)[O-])c2)c1	0	-12	15	9
63	CC(C)[C@H](NC(=O)c1ccc(Cl)c([N+](=O)[O-])c1)C(=O)O	-2	12	-8	5
64	c1ccc(N2CC3CCc4ccccc4C3=N2)cc1 (stereo not drawn)	-4	-8	-45	5
65	Cc1ccc(C(=O)N[C@H](C(=O)OCC(=O)Nc2cccc(S(N)(=O)=O)c2)C(C)C)cc1	1	-2	-3	5
66	CCN/C=C(\C#N)S(=O)(=O)c1ccc(Br)cc1	9	16	-11	6
67	O=S(=O)(c1ccc(N2CCOCC2)nc1)N(Cc1ccccn1)Cc1ccccn1	-8	2	-1	13
68	Cc1cc(-c2onc(C)c2C(=O)Nc2ccc(C(F)(F)F)cc2)no1	-9	9	-16	6
69	CSc1nc(C)c(Cc2c(F)cccc2Cl)c(=O)[nH]1	3	1	-21	18
70	N#C/C(=C/c1ccncc1)c1nc2ccccc2c(=O)[nH]1	3	-4	-25	7
71	Cc1nc(-c2ccc(S(=O)(=O)N3CCN(CCc4ccccc4)CC3)s2)cs1	-21	5	-2	24
72	CCOC(=O)Cn1cc(/C=N/NC(=O)CC#N)c2ccccc21	10	-5	-33	6
73	Nc1nc(Nc2ccccc2)nc(NCCO)c1[N+](=O)[O-]	7	-12	-13	8
74	O=C1N/C(=N/N=C/c2ccc(O)cc2)SC1Cc1ccccc1 (stereo not drawn)	15	-19	-90	7
75	COc1ccccc1Nc1nc(NCCC(C)C)nc(N)c1[N+](=O)[O-]	6	14	-7	9
76	C=CCN1c2ccccc2[C@]23C[C@@H](C(=O)OC)N(C(=O)NCCC)C2=NC(C(=O)OC)=C(C(=O)OC)[C@H]13	-2	7	7	10
77	Cc1ccc(N=C2NC(=O)/C(=C/c3cccnc3)S2)c(C)c1	23	-2	-3	3
78	O=C(N/N=C/c1ccccn1)C(=O)N1CCCCCC1	-72	-15	-71	8
79	Cc1c(NC(=O)c2cn3ccccc3n2)cccc1-n1cnnn1	-3	-13	-42	4
80	O=C1CCC/C(=N/NC(=O)c2cc(NS(=O)(=O)c3cccs3)cc(NS(=O)(=O)c3cccs3)c2)C1	18	-14	-46	7
81	Cc1nc([N+](=O)[O-])cn1C(C)C	-1	15	0	7
82	COc1ccc(COC(=O)c2ccc3c(=O)n4c(nc3c2)CCC4)cc1F	22	-31	18	6
83	CC(=O)c1ccc(NC(=S)N2CCC(Cc3ccccc3)CC2)cc1	16	-5	-134	7
84	Nc1c(C=C2C=CC(=O)C=C2)c(=O)nc2snc(SCc3ccccc3)n12	27	-11	8	4
85	Cc1c(C(=O)NCCSCc2c(F)cccc2Cl)cnn1-c1ccc(Cl)cc1	5	-20	-3	4
86	O=C(NNc1ccc(Cl)cc1)c1sccc1Cl	-7	14	-27	6
87	O=C1CS/C(=N\N=C\c2ccco2)N1c1ccccc1	40	7	-34	7
88	CCN(CC)CC(O)COC(c1ccccc1)c1ccccc1 (stereo not drawn)	-19	5	0	16
89	COc1ccccc1C(=O)N/N=C(\C)CC(=O)Nc1ccc(Cl)cn1	5	-14	-23	4
90	O=C(O)CC1(CC(=O)Nc2cccc(C(F)(F)F)c2)CCCC1	-33	7	-8	6
91	O=C1OCc2ccc(NS(=O)(=O)c3ccc(C(F)(F)F)cc3)cc21	6	3	5	8
92	O=C(CSc1nc(O)c(Cc2ccccc2)c(=O)[nH]1)N1CCOCC1	21	10	-96	7
93	CCOc1ccc(C2NC(=S)NC3=C2CCc2ccccc23)cc1 (stereo not drawn)	-5	12	-14	7
94	O=C(CCC(=O)N1CCN(c2ccccc2)CC1)Nc1nnc(C2CCCCC2)s1	-6	-31	-24	7
95	O=C1c2ccccc2C(=O)N1c1ccc(Cc2ccncc2)cc1	-4	-9	-2	14
96	Cc1cc(C)cc(NC(=O)Nc2cc(S(=O)(=O)N(C)C)ccc2C)c1	7	12	0	6
97	Cc1nn(-c2ccccc2)c(C)c1-c1cc(C(=O)N/N=C/c2ccc(O)cc2)[nH]n1	13	-16	-4	6
98	Cc1ccc(NC(=O)C2CC(=O)n3c(nc4ccccc43)N2)cc1C (stereo not drawn)	12	5	-19	8
99	CCCOc1ccc(/C=N/NC(=O)CSc2ccccn2)cc1OC	-19	-15	2	8
100	O=C(NNc1ccc(Cl)cc1)c1c(F)cccc1Cl	8	1	-13	4
101	O=[N+]([O-])c1ccc(Oc2cccnc2)nc1	9	11	-5	7
102	NS(=O)(=O)c1cccc(NC(=O)c2cc(-c3cccs3)nc3ccccc23)c1	24	10	20	7
103	Cc1cccc(Cl)c1NC(=S)NN	11	15	-58	10
104	COc1ccccc1/C=C/C(=O)OCC(=O)Nc1ccc(Cl)cn1	0	-14	-6	6
105	O=C(CCN1C(=O)C2CCCCC2C1=O)Nc1nc(-c2ccccc2)cs1 (stereo not drawn)	-7	5	-6	5
106	CCCCOC(=O)c1ccc(NC(=O)C(=O)NCCN(CC)CC)cc1	-8	-2	-6	6
107	COCCN=c1scc(-c2ccc3c(c2)NC(=O)CO3)n1/N=C(\C)c1ccc(O)cc1	23	1	-2	5
